AHR act: human AHR activation. P35869. AHR-responsive luciferase reporter cells, luminescence. activation, % at 5 µM. 2.5% of 320,000 active. AID 2796; in the data active = activation above about 47%;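 note: 0% = vehicle wells and 100% = reference agonist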
HCV core dimer: blocks dimerization of HCV core protein; TR-FRET GST/Flag-core106 dimerization, 1536-well; inhibition, % at 5 µM; 0.33% of 300,000 active; AID 1899;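 active = inhibition above the mean of all tested compounds plus 3 SD, set per screening campaign, cut at about 45% in these data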
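Test system: GST/Flag-tagged HCV core106 proteins; Medium: KF-containing HEPES buffer, pH 7.45, DTT, CHAPS, BSA; Times: compound-protein-antibody incubation 4 h at 22.5 °C; Detection: TR-FRET 671 and 617 nm emission; Benchmarks: wells lacking GST-core106 and wells with excess unlabelled core106.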
PP1 counter: counter-screen for PP5 inhibitors: inhibitors of human PP1-alpha; purified PP1alpha, OMFP fluorescence; P62136; inhibition, % at 6.7 µM; 0.9% of 320,000 active;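 active = inhibition above the mean inhibition of all tested compounds plus 3 SD, computed separately for each screening campaign, cut at about 15% in these data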
procasp7 counter: activates human procaspase-7, counter-screen for procaspase-3 activators | P55210 | recombinant procaspase-7, Ac-DEVD-pNA absorbance 405 nm; D23A/D198A/D206A triple mutant, cannot self-cleave; scale: DMSO 0, 5 µM enzyme 100 | activation, % at 8.5 µM | 0.093% of 330,000 active | AID 463210;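 active = percent activation above the screen-wide mean plus 3 SD, cut at about 25% in these data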
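Detection: p-Nitroaniline absorbance at 405 nm, read at 0 and 120 min; system: Uncleavable procaspase-7 mutant enzyme; evaluation: % activation from two-timepoint absorbance difference, scaled to controls; times: 1 h enzyme–compound preincubation and 2 h substrate reaction, both 25 °C; buffer or medium: Zinc-free HEPES pH 7.4 with 300 mM NaCl, 0.01% Triton X-100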
PP5 primary: inhibitors of human protein phosphatase 5 (PP5) | P53041 | purified PP5c, OMFP substrate fluorescence | inhibition, % at 6.7 µM | 0.18% of 320,000 active | AID 1987;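 active = inhibition above the campaign's mean inhibition across all tested compounds plus 3 SD, cut at about 9.5% in these data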;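 note: 0% = DMSO only and 100% = 100 µM cantharidin control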
Target sequence (P53041 whole entry, looked up): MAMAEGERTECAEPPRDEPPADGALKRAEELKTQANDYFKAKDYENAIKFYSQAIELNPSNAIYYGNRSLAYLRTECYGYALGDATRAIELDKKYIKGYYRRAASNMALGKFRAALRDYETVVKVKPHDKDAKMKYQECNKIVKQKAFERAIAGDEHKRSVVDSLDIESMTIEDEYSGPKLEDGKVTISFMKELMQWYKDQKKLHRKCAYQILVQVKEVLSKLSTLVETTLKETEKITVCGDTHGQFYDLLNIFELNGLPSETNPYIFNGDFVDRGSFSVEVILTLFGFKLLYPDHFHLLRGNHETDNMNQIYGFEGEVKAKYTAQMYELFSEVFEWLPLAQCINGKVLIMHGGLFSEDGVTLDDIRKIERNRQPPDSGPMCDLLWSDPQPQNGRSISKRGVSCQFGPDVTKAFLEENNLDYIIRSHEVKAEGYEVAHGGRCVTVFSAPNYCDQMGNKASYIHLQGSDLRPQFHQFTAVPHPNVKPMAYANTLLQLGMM
PAFAH2 inh: inhibitors of human PAFAH2; AID 492956; 0.99% of 340,000 active; recombinant PAFAH2, FP-rhodamine activity probe, fluorescence polarization; Q99487; inhibition, % at 3.39 µM;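 active = inhibition above the mean over all tested compounds plus 3 SD, cut at about 30% in these data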;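 note: inhibitors block probe labeling of enzyme so polarization drops; 0% = enzyme with DMSO and 100% = wells lacking PAFAH2 protein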
CTSL1 counter: cathepsin L1 inhibition, PFM18AAP counter-screen. inhibition, % at 5.96 µM. recombinant F. hepatica cathepsin L1, Z-Leu-Arg-MCA fluorescence. 0.49% of 300,000 active. AID 1906;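 active = inhibition above the mean of all tested compounds plus 3 SD, set per screening campaign, cut at about 17% in these data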;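 note: 0% = plate median of test compound wells and 100% = 1 µM Z-Phe-Ala-diazomethylketone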
TPT1 inhibitor: inhibitors of Candida albicans tRNA 2'-phosphotransferase TPT1. recombinant caTPT1, FP RNA substrate dephosphorylation. 0.81% of 300,000 active. inhibition, % at 5 µM;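 active = inhibition above the mean of all tested compounds plus 3 SD, set per screening campaign, cut at about 24% in these data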;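 note: plate controls were DMSO alone for no effect and ferristatin control at 100 nM for full effect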
procasp3 activ: procaspase-3 (human) activation; AID 463141; P42574; 0.11% of 330,000 active; activation, % at 8.5 µM; recombinant procaspase-3 D3A, Ac-DEVD-pNA absorbance 405 nm;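 active = activation above the mean of all tested compounds plus 3 SD, cut at about 21% in these data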;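 note: 0% = DMSO alone and 100% = DMSO wells spiked with extra 5 µM PC-3 D3A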
Target sequence (P42574 whole entry D9A/D28A/D175A): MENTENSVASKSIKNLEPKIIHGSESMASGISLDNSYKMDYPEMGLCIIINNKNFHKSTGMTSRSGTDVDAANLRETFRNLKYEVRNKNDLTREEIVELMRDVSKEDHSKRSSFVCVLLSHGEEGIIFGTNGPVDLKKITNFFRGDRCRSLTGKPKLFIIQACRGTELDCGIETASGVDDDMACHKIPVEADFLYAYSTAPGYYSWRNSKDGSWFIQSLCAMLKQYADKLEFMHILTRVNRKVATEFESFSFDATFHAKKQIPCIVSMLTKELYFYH
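Assay system: Autoprocessing-dead procaspase-3 D3A mutant enzyme; also added: Ac-DEVD-pNA; doses: one concentration, 8.5 µM nominal, 0.8% DMSO; times: 1 h compound preincubation, 2 h substrate hydrolysis at 25 °C; technique: 405 nm absorbance of p-nitroaniline, reads at 0 and 120 min; measure: % activation between DMSO and enzyme-spiked controls; repeats: single replicate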
* marks the source's active call; other numbers are inactive results; nt = not tested or not shown. This is a random part of the collection; 5.6% or so of the library scored in one or more.

Results follow in this order: AHR act, HCV core dimer, PP1 counter, procasp7 counter, PP5 primary, PAFAH2 inh, CTSL1 counter, TPT1 inhibitor, procasp3 activ
- C/C(=N\NC(=S)Nc1c(C)cccc1C)c1ccc(O)cc1
    1.1, 0.4, -2.5, -19.4, 2.6, -5.1, -1.0, 5.2, -14.8
- COc1ccc(NC(=O)CN2CCCC(C)C2)c([N+](=O)[O-])c1 (stereo not drawn)
    0.3, 1.4, -1.9, -1.1, 0.5, -0.9, 0.4, -3.2, 6.3
- COc1ccc(NC(=O)N2CCC(C(=O)c3ccc(F)cc3)CC2)cc1
    -0.5, -3.5, 1.6, -12.7, 1.1, -6.5, 4.7, -1.4, 5.9
- CN(c1ccccc1)S(=O)(=O)c1ccc(C(=O)N2CCCC2)cc1
    -0.7, nt, 0.5, 11.4, 3.4, -2.3, nt, nt, 2.8
- COc1cccc(C2/C(=C(\O)c3ccc4c(c3)OCCO4)C(=O)C(=O)N2c2nnc(C)s2)c1 (stereo not drawn)
    3.5, 0.5, -0.8, -9.1, -0.5, 10.8, 3.8, 5.5, -5.9
- CCCCSc1nnc(CSc2ncccn2)n1C
    -1.6, -1.7, -6.3, -1.2, -2.4, 4.3, 3.1, -0.5, 2.4
- Cc1ccc(S(=O)(=O)NCCc2nnc3ccc(SCC(=O)Nc4nc5ccccc5s4)nn23)cc1
    4.4, 6.6, 0.4, 12.0, -1.6, nt, 1.2, -0.6, -1.6
- COc1ccc(-c2cn3cc(Cl)ccc3n2)cc1OC
    55.9*, 5.8, -4.5, -0.4, 1.0, -2.0, -0.9, -1.6, 5.1
- CCOC(=O)c1cccc(Nc2ncnc3ccccc23)c1
    10.9, 7.2, -0.9, -3.5, 1.8, -1.9, 2.8, 6.2, 1.9
- COc1ccc(NC(=O)CN(C)C(=O)c2ccc(=O)[nH]c2)cc1
    0.7, -22.1, 2.5, -3.8, 1.4, -3.8, 4.6, -0.8, -3.2
- CCC(C(=O)NC1CCCCC1)n1c2ccccc2c2nc(=O)cc(C)n21 (stereo not drawn)
    4.9, -1.4, -3.7, -0.1, 2.1, 2.4, 1.0, 4.0, -9.3
- COc1ccc(C(=O)n2nc(C)cc2C)cc1Br
    -0.3, 0.5, -1.6, 0.1, 1.4, -3.3, -1.7, 1.9, 6.2
- CCc1nc(CN(C)C(=O)C2CCC(=O)N(CCc3cccc(F)c3)C2)no1 (stereo not drawn)
    -1.7, 4.5, -6.8, -1.5, -0.1, 4.7, -1.7, -0.1, 3.0
- CCn1nnc(NC(=O)COc2cc(C)ccc2C(C)C)n1
    0.8, 3.5, -6.9, -12.1, 2.8, -3.3, -20.1, 1.5, 1.8
- COc1ccc(S[C@@H](CCN2CC[C@H](O)CCC2=O)c2ccccc2)cc1
    0.2, nt, 0.2, -4.1, 0.7, 18.4, nt, nt, 5.7
- N#CC1=C(N)N=C(SCc2ccccc2)C(C(N)=O)C12CCCCC2 (stereo not drawn)
    3.5, -4.4, 3.1, -3.6, 1.4, 1.1, 1.7, 2.6, 1.2
- Cc1ccc(N=c2oc3cc(O)ccc3cc2C(N)=O)cc1
    -3.9, -9.3, -2.0, -3.4, 4.2, 0.6, 3.3, 20.5, -4.6
- Cc1ccc2[nH]c(C(=O)N3CCN(c4cccc(Cl)c4)CC3)cc2c1
    1.4, 18.0, -0.4, -8.6, -1.0, -2.4, -4.4, -0.7, 10.4
- O=C(CCCC(=O)c1ccccc1)Nc1ccc(F)cc1
    -3.4, -0.1, 2.9, -2.5, -0.8, 6.7, -3.0, 3.1, 9.2
- CCOC(=O)N1CCN(CC(O)COc2ccccc2[N+](=O)[O-])CC1 (stereo not drawn)
    2.6, -4.2, 0.2, 7.1, -1.4, 2.3, -3.1, -1.2, 4.7

7 entries from above, sorted by count of non-hydrogen atoms, largest number first.
Results follow in this order: AHR act, HCV core dimer, PP1 counter, procasp7 counter, PP5 primary, PAFAH2 inh, CTSL1 counter, TPT1 inhibitor, procasp3 activ
- COc1cccc(C2/C(=C(\O)c3ccc4c(c3)OCCO4)C(=O)C(=O)N2c2nnc(C)s2)c1 (stereo not drawn)
    3.5, 0.5, -0.8, -9.1, -0.5, 10.8, 3.8, 5.5, -5.9
- COc1ccc(NC(=O)N2CCC(C(=O)c3ccc(F)cc3)CC2)cc1
    -0.5, -3.5, 1.6, -12.7, 1.1, -6.5, 4.7, -1.4, 5.9
- CCOC(=O)N1CCN(CC(O)COc2ccccc2[N+](=O)[O-])CC1 (stereo not drawn)
    2.6, -4.2, 0.2, 7.1, -1.4, 2.3, -3.1, -1.2, 4.7
- CN(c1ccccc1)S(=O)(=O)c1ccc(C(=O)N2CCCC2)cc1
    -0.7, nt, 0.5, 11.4, 3.4, -2.3, nt, nt, 2.8
- Cc1ccc(N=c2oc3cc(O)ccc3cc2C(N)=O)cc1
    -3.9, -9.3, -2.0, -3.4, 4.2, 0.6, 3.3, 20.5, -4.6
- COc1ccc(-c2cn3cc(Cl)ccc3n2)cc1OC
    55.9*, 5.8, -4.5, -0.4, 1.0, -2.0, -0.9, -1.6, 5.1
- CCCCSc1nnc(CSc2ncccn2)n1C
    -1.6, -1.7, -6.3, -1.2, -2.4, 4.3, 3.1, -0.5, 2.4

(continued)
Results follow in this order: AHR act, HCV core dimer, PP1 counter, procasp7 counter, PP5 primary, PAFAH2 inh, CTSL1 counter, TPT1 inhibitor, procasp3 activ
- CC(NC(=O)COC(=O)c1c[nH]c2ccccc12)c1ccccc1 (stereo not drawn)
    55.9*, nt, nt, -7.5, nt, 54.6*, nt, nt, 0.9
- CC(C)(C)NC(=O)COC(=O)c1ccc(O)cc1
    0.0, 4.9, -1.6, 1.9, -2.3, 64.0*, 0.8, 0.9, 6.2
- CC1CCCN(c2ccc(C(=O)NCC3CCCO3)cn2)C1 (stereo not drawn)
    1.0, -2.5, -3.2, 7.8, -0.5, -0.2, 2.0, -0.7, 8.1
- Cc1cc(C)cc(NC(=O)[C@H](Cc2c[nH]c3ccccc23)NC(=O)[C@@H]2Cc3ccccc3CN2)c1
    10.8, -0.5, 12.1, 1.0, 2.9, -9.0, 0.9, -0.9, -3.8
- N#C/C(=C\N1CCOCC1)C(N)=O
    -7.4, -2.6, 1.1, 7.8, -0.7, nt, -1.3, -0.1, -1.9
- N#Cc1ccccc1NC(=O)CC1CCCCC1
    1.2, -2.9, -0.9, 8.7, -1.5, 0.1, 3.1, -3.2, -0.6
- CSc1cccc(NC(=O)CCC(=O)O)c1
    3.2, -5.6, 4.0, -9.9, 2.8, 4.7, 1.9, -4.5, 2.0
- COC(=O)c1sccc1NS(=O)(=O)c1ccccc1
    3.6, -1.7, -1.2, -7.1, 2.6, 1.2, -1.7, -0.3, 11.3
- COC(=O)C1C(=O)NC(SC)=C(C#N)C1c1ccccc1 (stereo not drawn)
    6.9, -2.8, 0.7, -2.9, -3.4, 2.4, -2.0, 4.7, -2.5
- CCCNC(=O)CCc1c(C)nc2c(c(C)nn2-c2ccccc2)c1C
    2.0, -6.8, -2.6, 2.4, 0.6, 3.5, -5.3, -0.8, 0.8
- CCOC(=O)c1cnn(-c2ccccc2)c1-n1cccc1C(=O)C(=O)Nc1ccccc1C(F)(F)F
    0.7, 9.8, 2.5, -3.3, 2.8, -0.8, 1.2, -0.7, -3.4
- COc1cccc(C(=O)NCC(=O)N/N=C(\C)Cc2ccccc2)c1
    2.6, 8.4, -1.6, 5.5, 4.5, 2.9, -4.5, -2.7, 4.5
- O=C(c1ccc(Cl)cc1)[C@@H]1[C@@H]2C(=O)N(c3cccc4ccccc34)C(=O)[C@@H]2C2c3ccccc3C=NN21 (stereo partly drawn)
    0.5, 28.8, 0.7, -7.4, 4.5, 0.3, -6.6, 3.1, 5.6
- COC(=O)c1ccc(Nc2cc(C)nc(-c3ccccc3O)n2)cc1
    15.9, 45.1, -1.9, -6.9, -0.4, -8.4, 4.5, -3.9, -5.3
- O=C(CSc1n[nH]c(=O)[nH]c1=O)Nc1cccc(S(=O)(=O)N2CCOCC2)c1
    1.3, 7.8, -5.1, 3.9, -4.9, 4.9, 5.3, 8.3, -5.4
- O=C(CNS(=O)(=O)c1ccc(Br)cc1)NCc1cccnc1
    -3.8, -2.9, -3.1, -7.1, -1.6, 3.4, 0.7, -3.3, -2.4
- O=C(NCc1cccnc1)c1cccc(C(F)(F)F)c1
    3.9, -1.0, -8.7, -9.3, 1.3, 0.6, -0.4, 1.9, 5.0
- O=C(Cn1nc(C(F)(F)F)c2c1CCCC2)N1CCOCC1
    4.0, 3.9, -4.5, -1.4, 3.7, 1.0, -3.1, 2.6, -0.5
- CCC(=O)Nc1cc2c(C)cc(=O)oc2cc1C
    3.1, -7.5, 1.5, 8.9, -0.2, 3.6, 1.7, -4.7, 2.3
- COc1ccc(-n2ccnc(SCC(=O)NC3CCCC3)c2=O)cc1OC
    -1.1, 0.9, -1.3, 7.3, -0.4, 0.7, -1.1, -2.6, -7.9

Two neighbouring entries from above, for reference:
Results follow in this order: AHR act, HCV core dimer, PP1 counter, procasp7 counter, PP5 primary, PAFAH2 inh, CTSL1 counter, TPT1 inhibitor, procasp3 activ
- CCC(=O)Nc1cc2c(C)cc(=O)oc2cc1C
    3.1, -7.5, 1.5, 8.9, -0.2, 3.6, 1.7, -4.7, 2.3
- COc1ccc(-n2ccnc(SCC(=O)NC3CCCC3)c2=O)cc1OC
    -1.1, 0.9, -1.3, 7.3, -0.4, 0.7, -1.1, -2.6, -7.9

Other structures follow:
Results follow in this order: AHR act, HCV core dimer, PP1 counter, procasp7 counter, PP5 primary, PAFAH2 inh, CTSL1 counter, TPT1 inhibitor, procasp3 activ
- Cn1cc(CN2CCCC(CO)(Cc3cccc(Cl)c3)C2)cn1 (stereo not drawn)
    -2.0, -1.4, -0.4, 6.7, -1.2, 3.3, -2.6, -2.6, -0.8
- CN(C)c1ccc(NC(=O)CSc2nnc(C3CCCCC3)n2N)cc1
    5.2, -8.8, 0.4, 2.4, 2.8, 5.3, -2.1, -2.4, 5.2
- O=C(COC(=O)c1cn(-c2ccccc2)nc1-c1cccs1)NC1CC1
    11.0, 1.1, 0.9, 9.2, -0.1, -5.1, 1.2, 1.9, 5.3
- O=C(O)c1cccc(S(=O)(=O)Nc2cccc(S(=O)(=O)N3CCCCCC3)c2)c1
    0.5, 3.4, -4.7, 9.9, 1.4, 5.9, -2.5, 3.7, 2.1

Screening data from PubChem BioAssay.
